Bioassay records deposited in PubChem BioAssay by Sanford-Burnham Center for Chemical Genomics.
Apaf-1 inh = human Apaf-1 inhibition; reconstituted apoptosome caspase-3 activity, DEVD-Rh110 fluorescence; inhibition, % at 20 µM; 0.71% of 330,000 active; AID 489030; active = inhibition of at least 40% at 20 µM;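 also: plate controls were DMSO wells for no effect and DEVD-CHO caspase inhibitor wells for full effect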
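Material: biochemical Apaf-1 apoptosome reconstitution. Medium: Hepes buffer, pH 7.5. Also added: cytochrome c activation, bis-DEVD rhodamine 110 substrate. Timing: 30 min compound preincubation, 50 min activation, room temperature. Measured by: rhodamine 110 fluorescence at Ex 480/Em 540 nm.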
NLRP3 yeast inh = blocks the NALP3 inflammasome reconstituted in yeast; Yeast reconstituted NLRP3/ASC/caspase-1, beta-gal luminescence, 24 h; inhibition, % at 10 µM; 0.39% of 330,000 active;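 active = inhibition of 50% or more; inactive = inhibition below 50%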;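 also: plate controls were induced DMSO wells for no effect and uninduced yeast grown without galactose for full effect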
hIAP block = human IAP inhibition; purified IAP, CDP-Star luminescence, 30 min; inhibition, % at 10 µM; 0.12% of 330,000 active; AID 2544;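 active = inhibition reaching a set limit with compound at 10 µM in the primary screen, cut at about 35% in these data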;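 also: plate controls were DMSO wells with enzyme for no effect and no-enzyme buffer wells for full effect; values of inactives mirror those of a sister screen read the other way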
Target sequence (P09923 whole entry, looked up): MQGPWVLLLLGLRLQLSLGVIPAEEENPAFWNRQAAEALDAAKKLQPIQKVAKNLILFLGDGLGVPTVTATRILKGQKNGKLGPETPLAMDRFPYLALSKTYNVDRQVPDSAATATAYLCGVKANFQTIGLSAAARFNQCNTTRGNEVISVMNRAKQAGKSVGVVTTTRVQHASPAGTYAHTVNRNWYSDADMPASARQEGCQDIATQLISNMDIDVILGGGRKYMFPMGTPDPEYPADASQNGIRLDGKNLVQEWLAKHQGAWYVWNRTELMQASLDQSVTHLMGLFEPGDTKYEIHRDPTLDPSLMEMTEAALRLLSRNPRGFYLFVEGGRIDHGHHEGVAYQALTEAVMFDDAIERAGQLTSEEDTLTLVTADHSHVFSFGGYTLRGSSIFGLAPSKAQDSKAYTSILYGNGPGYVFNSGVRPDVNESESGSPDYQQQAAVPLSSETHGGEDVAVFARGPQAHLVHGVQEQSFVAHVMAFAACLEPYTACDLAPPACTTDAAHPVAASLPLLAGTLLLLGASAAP
ATG4B inhibitor = ATG4B (human) cysteine protease inhibition; inhibition, % at 8.33 µM; AID 504462; ATG4B cleavage of LC3-PLA2, NBD-HPC fluorescence, 1 h; 0.51% of 340,000 active; in the data active = inhibition above about 40%
Target sequence (Q9Y4P1 whole entry, looked up): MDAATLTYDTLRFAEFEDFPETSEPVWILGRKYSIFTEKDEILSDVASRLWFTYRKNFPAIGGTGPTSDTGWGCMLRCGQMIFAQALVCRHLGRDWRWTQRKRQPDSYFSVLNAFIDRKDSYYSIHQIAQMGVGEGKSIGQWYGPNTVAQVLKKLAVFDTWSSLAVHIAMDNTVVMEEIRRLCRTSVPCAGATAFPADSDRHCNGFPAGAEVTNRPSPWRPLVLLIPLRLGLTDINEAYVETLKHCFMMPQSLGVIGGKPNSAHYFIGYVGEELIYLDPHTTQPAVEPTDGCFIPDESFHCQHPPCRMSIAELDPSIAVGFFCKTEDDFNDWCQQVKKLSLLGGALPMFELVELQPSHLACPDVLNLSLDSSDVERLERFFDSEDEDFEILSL
hIAP act = increases human intestinal alkaline phosphatase activity; purified human IAP, CDP-Star luminescence, 30 min; stronger effect = higher value; 1 = vehicle-only enzyme, 0 = enzyme-free background; activation factor at 10 µM; 0.16% of 330,000 active;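 active = activation factor of the enzyme at least 2-fold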; also: the source names both 10 and 20 µM as test concentration; values of inactives mirror those of a sister screen read the other way
TIM10 inh = TIM10 yeast growth inhibition. S. cerevisiae TIM10 strain growth, BacTiter-Glo luminescence, 24 h. inhibition, % at 10 µM. 1.4% of 330,000 active. AID 463195;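 active = inhibition of 40% or more at the single tested concentration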;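 also: wild-type TIM10 isogenic control strain grown at permissive 25 °C; 0% = DMSO yeast wells and 100% = minimal medium wells without yeast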
mIAP activ = increases mouse intestinal alkaline phosphatase activity | 0.24% of 330,000 active | activation factor at 10 µM | muIAP, CDP-Star luminescence, 30 min; stronger effect = higher value; 1 = vehicle-only enzyme signal, 0 = enzyme-free wells;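 active = activation factor of at least 2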; also: the source names both 10 and 20 µM as test concentration; values of inactives mirror those of a sister screen read the other way
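System: Mouse IAP enzyme | Also added: CDP-Star substrate | Dosing: Compounds dispensed in DMSO | Schedule: 30 min enzyme-substrate-compound incubation at room temperature | Technique: Chemiluminescence readout | Control set: DMSO-only wells and no-enzyme negative control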
tim10-1 inh = tim10-1 yeast growth inhibition | S. cerevisiae tim10-1 ts strain growth, BacTiter-Glo, 24 h | inhibition, % at 20 µM | 2.2% of 330,000 active;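 active = inhibition of at least 40%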;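 also: mutant grown at 25 °C; 0% = DMSO wells with yeast and 100% = wells holding no yeast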
mIAP block = blocks mouse intestinal alkaline phosphatase. purified mouse IAP, CDP-Star luminescence, 30 min. 0.2% of 330,000 active. AID 2806. inhibition, % at 10 µM;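 active = inhibition of at least 40% at 10 µM in the primary screen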;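 also: plate controls were DMSO with enzyme for no effect and no enzyme wells for full effect; values of inactives mirror those of a sister screen read the other way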
* hit, by the source's call; . = no result given.

Every second line gives: Apaf-1 inh	NLRP3 yeast inh	hIAP block	ATG4B inhibitor	hIAP act	TIM10 inh	mIAP activ	tim10-1 inh	mIAP block
[1] C=CC[C@@H](CC(=O)N[C@@H](CO)Cc1ccccc1)C(=O)N[C@H](COC(=O)[C@@H](CC=C)Cc1ccc(F)cc1)Cc1c[nH]c2ccccc12
  13	11	-7	-8	1.1	4	1.2	-9	-17
[2] CC(C)NC(=S)NC(=O)/C=C/c1ccc(F)cc1
  2	28	5	5	0.95	30	0.97	13	3
[3] COc1ccc(OCC(=O)NCC(c2cccs2)N2CCOCC2)cc1 (centres undefined)
  -2	14	-5	6	1	0	1	14	-1
[4] COc1ccccc1NC(=O)c1ccccc1Nc1ccccc1
  23	8	-13	8	1.1	4	0.96	23	4
[5] O=C(CSc1nnc(-c2ccccn2)n1Cc1ccco1)c1ccccc1
  12	9	8	11	0.92	-1	1.1	22	-14
[6] Cn1ccsc1=NC(=O)c1ccc(OC(F)(F)F)cc1
  4	50	-7	5	1.1	16	0.89	2	11
[7] COC(=O)Nc1nc(-c2ccccc2)c(C(=O)c2ccccc2)s1
  9	17	4	-3	0.96	34	1	20	-4
[8] COc1cc(OC)c2cc(C(=O)N[C@H](C(=O)N3CCC[C@H]3C(=O)O)C(C)C)n(C)c2c1
  -2	13	-3	-14	1	0	0.97	-3	3
[9] C=C(C)C(=O)Nc1cccc(C2=NOC3(C2)C[C@H](C(N)=O)N(C(=O)COc2ccc(Cl)cc2)C3)c1 (some centres undefined)
  -344	-10	7	-13	0.93	7	0.99	6	0
[10] CCSc1nnc(NC(=O)CN2C(=O)C3CC=CCC3C2=O)s1 (centres undefined)
  -2	5	6	-8	0.94	5	1	6	-5
[11] CCCCn1c(SCC(=O)N2CCC(C(=O)OCC)CC2)nc2cc(S(N)(=O)=O)ccc21
  2	10	9	-11	0.91	5	1	5	-3
[12] O=C(CSc1nc2c(c(=O)n1-c1ccc(Cl)cc1)SCC2)N1CCOCC1
  15	-1	-4	-5	1	6	1.1	12	-6
[13] CC(=O)Nc1c(F)cc(Br)cc1F
  -9	13	-34	8	1.3	-16	1.1	-13	-13
[14] C/C(=N/NC(=O)c1ccc(C)s1)c1cccnc1
  2	3	2	2	0.98	8	0.97	-9	3
[15] CC1(NC(=O)C23CC4CC(CC(C4)C2)C3)CCS(=O)(=O)C1 (centres undefined)
  1	1	6	-10	0.94	0	0.98	2	2
[16] CCOc1ccc(C(=O)OC2CCCN(C)C2)cc1 (centres undefined)
  -2	12	6	-5	0.94	-15	0.93	-24	8
[17] Cn1nc(-c2ccc(Cl)cc2)nc2c(=O)n(C)c(=O)nc1-2
  99*	96*	1	.	0.99	95*	1.1	93*	-7
[18] CC(Sc1nnc(-c2ccco2)n1N)C(=O)NCc1ccc2c(c1)OCO2 (centres undefined)
  -3	2	-2	-8	1	5	1	5	-1
[19] CN(C)C(CNC(=O)C1CCN(S(=O)(=O)c2ccccc2C(F)(F)F)CC1)Cc1ccccc1 (centres undefined)
  -3	13	-8	-16	1.1	8	0.93	3	7
[20] O=C(COC(=O)CNC(=O)c1sc2ccccc2c1Cl)Nc1cc(Cl)cc(Cl)c1
  1	4	7	-1	0.93	9	0.9	8	10
[21] Cc1ccc(C(=O)Nc2cccc(C(=O)O)c2)cc1S(=O)(=O)N1CCCCC1
  -6	8	-3	0	1	2	0.93	-16	7
[22] CCS(=O)c1scc(-c2ccc(Cl)cc2)c1C#N (centres undefined)
  2	24	-25	-2	1.3	-24	0.96	-6	4
[23] Cc1cc(C)n(Cc2ccc(NC(=O)c3ccc(COc4ccccc4Br)cc3)cc2)n1
  12	20	5	-2	0.95	18	1	17	-4
[24] COc1ccc(OC)c(C2C(C(C)=O)=C(O)C(=O)N2CCC(=O)O)c1 (centres undefined)
  -3	7	8	-8	0.92	-5	0.97	4	3
[25] CC(NC(=O)C1CCC(CNc2c(N3CCCCC3)c(=O)c2=O)CC1)c1ccccc1 (centres undefined)
  -4	1	2	-1	0.98	0	0.95	-6	5
[26] COc1ccc(N(CC(=O)NC2CCCCC2)C(=O)CNC(=O)c2ccco2)cc1
  3	9	-24	-4	1.2	-12	1	-7	0
[27] COc1ccc(-c2nc(CSCC(=O)NC3CCCc4ccccc43)c(C)o2)cc1OC (centres undefined)
  8	2	-6	-10	1.1	21	1	41*	-5
[28] CC(C)C(=O)OC1CCS(=O)(=O)c2sccc21 (centres undefined)
  6	5	-5	-1	1.1	0	1.1	9	-6
[29] O=C(CSc1nc2nc(-c3cccs3)cc(C(F)(F)F)c2c(=O)[nH]1)NCc1ccco1
  13	12	-2	9	1	4	0.77	21	23
[30] COc1ccc(/C(N)=N/OC(=O)CCCN2C(=O)c3ccccc3C2=O)cc1OC
  -1	6	-1	-6	1	17	0.95	5	4

Compound profiles, as listed above. Values in the order: Apaf-1 inh | NLRP3 yeast inh | hIAP block | ATG4B inhibitor | hIAP act | TIM10 inh | mIAP activ | tim10-1 inh | mIAP block
`CC1(NC(=O)C23CC4CC(CC(C4)C2)C3)CCS(=O)(=O)C1` (centres undefined) is listed as 1 | 1 | 6 | -10 | 0.94 | 0 | 0.98 | 2 | 2
`C=C(C)C(=O)Nc1cccc(C2=NOC3(C2)C[C@H](C(N)=O)N(C(=O)COc2ccc(Cl)cc2)C3)c1` (some centres undefined) is listed as -344 | -10 | 7 | -13 | 0.93 | 7 | 0.99 | 6 | 0
`COC(=O)Nc1nc(-c2ccccc2)c(C(=O)c2ccccc2)s1` is listed as 9 | 17 | 4 | -3 | 0.96 | 34 | 1 | 20 | -4

The listing continues.
Every second line gives: Apaf-1 inh	NLRP3 yeast inh	hIAP block	ATG4B inhibitor	hIAP act	TIM10 inh	mIAP activ	tim10-1 inh	mIAP block
[31] COc1ccc(N2C(=O)Cc3ccccc3C2=O)cc1
  7	14	8	5	0.92	1	0.92	7	8
[32] COc1ccc(NC(=O)c2cc3c(=O)n(C)c4ccccc4c3n2C)cc1Cl
  -16	8	-2	22	1	10	1	3	0
[33] O=C(Oc1ccccc1)N1CCCC1
  -1	13	-17	7	1.2	-15	1	1	-4
[34] C=CCN1C(=O)c2ccc(C(=O)NCC(=O)Nc3c(C)cc(C)cc3C)cc2C1=O
  -2	6	10	-1	0.9	0	0.94	-25	6
[35] Oc1ccc(Br)cc1-c1cc(-c2ccccc2)n[nH]1
  19	17	-23	8	1.2	58*	0.96	47*	4
[36] CCN(CC)CCCN1C=C2C(=O)C(C)(OC(=O)CCc3ccccc3)C(=O)C=C2C=C1c1ccc(C#N)cc1 (centres undefined)
  30	4	3	-2	0.97	-8	1	10	-2
[37] CCC(C)NC(=O)c1ccc(C2SCC(=O)N2Cc2ccccc2)cc1 (centres undefined)
  5	34	0	-4	1	5	1.1	26	-5
[38] CCS(=O)(=O)Nc1cccc(-c2cn3c(n2)SCC3)c1
  2	14	0	-4	1	0	0.99	-11	1
[39] COC(=O)c1ccccc1NC(=O)c1ccc(COc2ccc(C)c(C)c2)o1
  17	13	-2	0	1	-16	0.99	15	1
[40] S=C(Nc1ccccc1)N1CCC(Cc2ccccc2)CC1
  -4	46	-11	-3	1.1	16	1.1	14	-7
[41] O=S(=O)(NCc1ccco1)N1CCOCC1
  -3	5	9	-1	0.91	10	0.96	2	4
[42] C[C@@H]1CN(C(=O)c2nc3ccc(Cl)cn3c2CNCC[C@@H]2C[C@@H]3C=C[C@H]2C3)C[C@H](C)O1
  -2	26	13	-6	0.87	7	0.9	14	10
[43] CSc1ncccc1C(=O)OCC(=O)c1cc2ccccc2o1
  14	26	-15	16	1.2	-2	1.1	18	-9
[44] Cc1cc(C(=O)Nc2ccncc2)c2ccccc2n1
  2	13	5	2	0.95	17	0.98	10	2
[45] O=C(/C=C/c1ccncc1)c1cc(Cl)ccc1O
  24	13	-1	-5	1	-32	1	7	-2
[46] CCN(c1ccc(OC)cc1)S(=O)(=O)c1nnc(NC(=O)C(C)C)s1
  9	9	-2	3	1	-16	1.1	-12	-9
[47] O=P(COCCOCCOCP(=O)(c1ccccc1)c1ccccc1)(c1ccccc1)c1ccccc1
  3	24	-7	1	1.1	-8	1	-1	-1
[48] O=C(NCCc1ccccc1)C(c1ccccc1)N(C(=O)c1csnn1)C1CC1 (centres undefined)
  6	2	-6	3	1.1	5	1	26	-2
[49] O=C(NCCc1ccc(F)cc1)Nc1ccc([N+](=O)[O-])cc1
  -38	26	-2	16	1	17	0.86	20	14
[50] CN(c1ccccc1)S(=O)(=O)c1cccc(NC(=O)c2cncc(Br)c2)c1
  9	-10	14	-5	0.86	0	0.96	-25	4
[51] CCCCn1nc(C(=O)Nc2c(C)n(C)n(-c3ccccc3)c2=O)c2ccccc2c1=O
  -3	8	7	-2	0.93	-5	1	3	-2
[52] CCN1CCN(CC(=O)Nc2cc(C)c(C)cc2[N+](=O)[O-])CC1
  -13	-8	18	-2	0.81	-14	1	0	0
[53] COc1ccccc1NS(=O)(=O)c1cccc(C(=O)OCC(=O)NC2CC2)c1
  5	16	0	2	0.99	2	1	17	-3
[54] O=C(CSc1ccc([N+](=O)[O-])cc1)NNC(=O)c1ccccc1F
  1	14	-24	-10	1.2	-4	0.92	-13	8
[55] Cc1ccc(Nc2nc(C)c(CCC(C)C)c(=O)[nH]2)cc1
  17	0	0	-9	1	-7	1	17	-5
[56] Cc1ccc(C2CC(c3ccccc3)=NN2C(=O)CSc2nnc(-c3ccncc3)n2C)o1 (centres undefined)
  1	20	19	-12	0.81	0	0.83	6	17
[57] CCN1CCn2c3c(c4cc(Br)ccc42)CCCC31 (centres undefined)
  13	32	-19	1	1.2	-1	1	5	-3
[58] Cc1cc(C)cc(NCc2cc3c(cc2[N+](=O)[O-])OCO3)c1
  -6	21	-16	12	1.2	28	0.88	24	12
[59] COc1ccc(/C=N/NC(=O)CC(=O)NC2CCCCC2)cc1
  -4	4	2	-4	0.97	4	0.97	1	3
[60] CS(=O)(=O)c1ccc2nc(NC3(C(F)(F)F)N=C4SCCN4C3=O)sc2c1 (centres undefined)
  -4	-3	0	8	1	-1	0.91	-9	9
